ALDH1A1 block = inhibitors of human aldehyde dehydrogenase 1A1; Potency, µM (highest dose often 75.3 µM), inactives show top-dose activity, negative = inhibition, most hits filed as inhibitors; Purified ALDH1A1, NADH fluorescence, propionaldehyde substrate; P00352; actives 7.3% (n = 220,000); AID 1030; active = well fitted inhibition curve with a large enough effect, not every such curve was filed as active; inconclusive = small, poorly fitted or top-dose-only effect, or another doubt; inactive = no such curve, though single readings can be large or run the other way;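 also: plate controls were no enzyme wells and a reference inhibitor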
Target sequence (P00352 whole entry, looked up): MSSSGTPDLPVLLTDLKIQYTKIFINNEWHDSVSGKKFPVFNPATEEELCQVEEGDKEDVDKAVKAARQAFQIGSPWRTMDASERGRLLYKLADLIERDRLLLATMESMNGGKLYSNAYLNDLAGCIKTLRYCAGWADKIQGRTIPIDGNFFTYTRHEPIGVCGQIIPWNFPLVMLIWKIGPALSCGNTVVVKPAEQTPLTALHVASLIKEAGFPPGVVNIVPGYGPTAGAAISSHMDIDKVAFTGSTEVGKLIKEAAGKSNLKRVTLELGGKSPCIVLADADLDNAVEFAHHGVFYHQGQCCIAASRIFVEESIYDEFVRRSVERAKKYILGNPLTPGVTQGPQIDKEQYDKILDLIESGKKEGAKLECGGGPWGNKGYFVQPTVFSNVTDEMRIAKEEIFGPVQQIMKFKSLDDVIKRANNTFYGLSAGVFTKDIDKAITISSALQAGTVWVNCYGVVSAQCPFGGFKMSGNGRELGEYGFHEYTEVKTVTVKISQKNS
HTT cytoprotect = cytoprotection in Huntington HTT-Q103 PC12 cell model | AID 1471 | actives 0.14% (n = 230,000) | Potency, µM (series often up to 56.4 µM), inactives show cytoprotection (ATP increase), most hits filed as activators | PC12 HTT-Q103 induced, cytoprotection, ATP luminescence, 40 h;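 also: % of control where 0% means no effect; nearly all actives have a fitted effect of over 45% in size; toxic huntingtin expression switched on by the ecdysone agonist tebufenozide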
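Huntington model: PC12 line, ecdysone-inducible HTTQ103 exon1–GFP, tebufenozide 100 nM. Test articles in a dose series. Endpoint luminescence from cellular ATP.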
Tau fluor counter = counter-screen for tau fibril formation inhibitors; Potency, µM (top dose mostly 57.7 µM), for inactives: at the highest dose activity change, negative = decrease; actives 0.93% (n = 280,000); tau K18 P301L Alexa594 fluorescence, heparin fibrillization; AID 1463; also: % is scaled to controls: 0 for no effect and ±100 for the full control effect; nearly all actives have a fitted effect of over 55% in size
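Human K18 P301L tau (15 uM unlabeled plus 0.24 uM Alexa 594-labeled, final) in 100 mM sodium acetate pH 7 was mixed with compound and 20 uM heparin and incubated 6 hr at 37 C.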
Tau FP inhib = inhibitors of human tau fibril formation | P10636 | K18 P301L tau heparin fibrillization, Alexa594 FP, 6 h | Potency, µM (highest dose often 57.7 µM), for the others: top-dose activity, negative = inhibition, actives largely listed as inhibitors | actives 0.39% (n = 280,000); also: % is scaled to controls: 0 for no effect and ±100 for the full control effect; nearly all actives have a fitted effect of over 55% in size
Target sequence (P10636 561-689 P618L limits assumed): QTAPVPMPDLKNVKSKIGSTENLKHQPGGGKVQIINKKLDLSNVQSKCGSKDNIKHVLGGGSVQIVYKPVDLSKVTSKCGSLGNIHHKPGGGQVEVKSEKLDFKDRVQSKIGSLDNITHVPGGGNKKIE
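K18 P301L tau (15 uM unlabeled/0.24 uM Alexa 594-labeled, final) + compound + heparin 20 uM final; 100 mM NaOAc pH 7; 6 hr 37 C; ThT 30 uM final added, 1 hr RT; FP ex 555/em 632 nm.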
SMN2 splice enh = SMN2 splice variant enhancement; HEK293 SMN2-luciferase splicing reporter, luminescence, 30-36 h; Potency, µM (top dose mostly 46.1 µM), for the others: top-dose activity change, positive = activation, most hits filed as activators; actives 2.8% (n = 210,000); AID 1458; also: % of control where 0% means no effect; nearly all actives have a fitted effect of over 55% in size
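HEK293 cells carry an SMN2 minigene-luciferase reporter in which exon 7 inclusion puts luciferase in frame. Cells were seeded at 2000 cells/well, attached for 10-12 hours, then exposed to compounds for 30-36 hours at 37C before ONE-Glo luminescence.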
Tau fibril ThT = tau fibrillization inhibition (ThT binding); AID 1460; actives 2.1% (n = 270,000); Potency, µM (top dose mostly 57.4 µM), inactives show top-dose activity, negative = inhibition, most hits filed as inhibitors; recombinant tau K18 P301L, heparin-induced fibrillization, ThT fluorescence; also: % is scaled to controls: 0 for no effect and ±100 for the full control effect; nearly all actives have a fitted effect of over 55% in size
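Using a mix of unlabeled (15 uM) and Alexa 594-labeled (0.24 uM) tau K18 P301L, heparin-triggered fibrillization over 6 hr at 37 C was scored by ThT fluorescence.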
KDM4E inh = JMJD2E (human) inhibition; B2RXH2; JMJD2E catalytic domain, FDH-coupled NADH fluorescence (FDH is formaldehyde dehydrogenase); Potency, µM (highest dose often 57.1 µM), for inactives: at the top dose activity change, negative = inhibition, usual class: inhibitors; actives 1.6% (n = 230,000); AID 2147; active = well fitted inhibition curve with a large enough effect, not every such curve was filed as active; inconclusive = small, poorly fitted or top-dose-only effect, or another doubt; inactive = no such curve, though single readings can be large or run the other way;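 also: 0% = wells with enzyme and -100% = buffer wells without enzyme; nearly all actives have a fitted effect of over 50% in size; many of its hits are not listed in these tables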
Target sequence (B2RXH2 1-337 limits assumed): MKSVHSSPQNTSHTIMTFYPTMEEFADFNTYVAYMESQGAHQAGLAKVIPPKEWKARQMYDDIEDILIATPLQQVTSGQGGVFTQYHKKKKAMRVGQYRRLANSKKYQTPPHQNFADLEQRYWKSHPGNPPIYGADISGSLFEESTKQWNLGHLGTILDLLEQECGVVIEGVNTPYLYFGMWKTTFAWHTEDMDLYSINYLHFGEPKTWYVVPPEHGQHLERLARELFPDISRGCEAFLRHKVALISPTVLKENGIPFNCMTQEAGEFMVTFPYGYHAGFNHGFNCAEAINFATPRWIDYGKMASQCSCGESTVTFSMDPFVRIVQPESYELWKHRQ
HTT aggregate = mutant huntingtin aggregation inhibition. AID 1688. Potency, µM (series often up to 46.1 µM), without a hit: top-dose activity change, negative = inhibition, usual class: inhibitors. actives 1.1% (n = 220,000). PC12 HttQ103-GFP aggregates, Acumen cytometry, 40 h; also: % is scaled to controls: 0 for no effect and ±100 for the full control effect; nearly all actives have a fitted effect of over 60% in size
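Steps: seed 1500 PC12 HTTQ103-GFP cells/well; add tebufenozide, 100 nM final; add compound titration; add ATPLite reagent; quantify GFP aggregates by laser scanning cytometry.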
* hit, by the source's call; u = inconclusive; x = not tested or not shown; [ ] = dose if it differs, or a comment. Unless noted, calls follow the shape of the dose curve; as a rule, active = well fitted curve in the direction sought with a large enough effect; inconclusive = small, poorly fitted or top-dose-only effect, or another doubt; inactive = no such curve, though single readings can be large; an effect the other way counts as inactive or inconclusive. Potency is read from the fitted curve at half-maximal effect.

SMILES | ALDH1A1 block | HTT cytoprotect | Tau fluor counter | Tau FP inhib | SMN2 splice enh | Tau fibril ThT | KDM4E inh | HTT aggregate
O=c1[nH]cnc2c1c(-c1ccccc1)cn2-c1ccc(F)cc1 | -0.3% | 18.5%[10 µM] | -21.1% | -6.7% | 5.6% | u | -1.3% | 11.4%
COc1cccc(CNC(=O)Cn2ncc3c4ccccc4n(Cc4ccccc4)c3c2=O)c1 | x | x | 2.9% | -9.4% | 15.2% | 12.3% | x | x
CCc1cc2cccc(C)c2nc1SCC(=O)N1CCN(C(=O)c2ccco2)CC1 | u | -12.2%[10 µM] | -6.8% | 13.4% | x | u | 0.4% | -31.5%
COc1ccc(N=CC2=C(O)CCCC2=O)cc1 | u | -0.9% | -1.7% | -12.6% | 27.7% | -4.9% | -25.6% | 21.5%
CCCc1cc(C(=O)Nc2c(C)nn(Cc3c(Cl)cccc3Cl)c2C)no1 | x | x | -12.0% | -4.5% | u | -10.9% | x | x
Cc1ccc(Cn2nc3c(cc2=O)CCc2ccccc2-3)cc1 | u | -52.0% | -11.2% | -9.7% | -4.0% | u | u | -11.0%
Cc1cccc(C)c1OC(=O)CSc1nnc(-c2ccccc2)o1 | 4.8% | 23.7%[10 µM] | 0.0% | 3.8% | -14.4% | -5.0% | -1.7% | -4.4%
O=C(Nc1cccnc1)c1cc(-c2ccc3c(c2)OCO3)on1 | u | 11.2% | -16.2% | -12.5% | -10.7% | u | u | 25.2%
COCC(C)NC(C(=O)Nc1cccc(C(C)=O)c1)c1ccccc1 (stereo unspecified) | 14.1µM* | -15.6% | 3.3% | 6.1% | 7.0% | 0.6% | 3.4% | -6.1%
O=C(COC(=O)c1ccccc1C(=O)c1ccc(Cl)c([N+](=O)[O-])c1)NC1CCCCCC1 | 14.1µM* | -95.5%[inhibitor] | u | -5.9% | 21.2% | u | 8.9% | u
Cc1ccc(NC(=S)N(CCN(C)C)Cc2cc3cc(C)ccc3[nH]c2=O)cc1 | -5.5% | 14.4%[10 µM] | 8.8% | 5.8% | -21.3% | 2.2% | -13.6% | 4.8%[9.22 µM]
CC(NC(=O)C(CC(=O)OC(C)(C)C)NC(=O)OC(C)(C)C)C(N)=O (stereo unspecified) | -4.3% | -18.9%[10 µM] | 3.4% | 1.7% | 10.2% | -6.1% | 11.4% | 13.5%
CCOc1ccc(-c2cc(CCCC(=O)NCCC(C)C)no2)cc1 | 4.8% | -59.4%[inhibitor] | -1.8% | 1.9% | -11.9% | u | -3.5% | u
Cc1ccc(C)c(N2CCN(C(=O)Nc3ccc4c(c3)N(C)C(=O)CS4)CC2)c1 | 12.3% | -51.8%[inhibitor] | u | -3.3% | x | u | -4.6% | 22.4µM*
O=C(NC1CCCCC1)C(c1ccncc1)N(CC1CCCO1)C(=O)C(F)(F)F (stereo unspecified) | u | 2.4% | 1.7% | 4.4% | 9.7% | -5.6% | u | -7.5%
Nn1cnc2sc3c(c2c1=O)CCC3 | -1.1% | 0.0% | -0.6% | 12.0% | x | -12.2% | -4.0% | -1.3%
COc1ccc(OC)c(-c2cc(C(=O)N3CCc4ccccc4C3)no2)c1 | u | -4.4% | u | -9.6% | -3.6% | u | u | u
O=C(CCC(=O)Nc1ccccc1)NNS(=O)(=O)c1ccccc1[N+](=O)[O-] | -8.1% | x | -3.0% | 1.6% | -4.2% | -5.2% | -0.1% | u
CCc1nnc(NC(=O)C2Cc3ccccc3CN2S(=O)(=O)c2ccc(C)cc2)s1 (stereo unspecified) | u | -22.8% | -13.2% | 14.4% | 2.9% | -16.7% | 1.5% | -13.4%
COc1ccccc1/C=C/CN1CCOCC1 | u | 13.6%[10 µM] | 3.0% | -4.3% | 20.0% | -5.9% | u | 17.1%

Among those listed so far, six have four or more nitrogen atoms.
SMILES | ALDH1A1 block | HTT cytoprotect | Tau fluor counter | Tau FP inhib | SMN2 splice enh | Tau fibril ThT | KDM4E inh | HTT aggregate
COc1cccc(CNC(=O)Cn2ncc3c4ccccc4n(Cc4ccccc4)c3c2=O)c1 | x | x | 2.9% | -9.4% | 15.2% | 12.3% | x | x
CCCc1cc(C(=O)Nc2c(C)nn(Cc3c(Cl)cccc3Cl)c2C)no1 | x | x | -12.0% | -4.5% | u | -10.9% | x | x
Cc1ccc(NC(=S)N(CCN(C)C)Cc2cc3cc(C)ccc3[nH]c2=O)cc1 | -5.5% | 14.4%[10 µM] | 8.8% | 5.8% | -21.3% | 2.2% | -13.6% | 4.8%[9.22 µM]
Cc1ccc(C)c(N2CCN(C(=O)Nc3ccc4c(c3)N(C)C(=O)CS4)CC2)c1 | 12.3% | -51.8%[inhibitor] | u | -3.3% | x | u | -4.6% | 22.4µM*
O=C(CCC(=O)Nc1ccccc1)NNS(=O)(=O)c1ccccc1[N+](=O)[O-] | -8.1% | x | -3.0% | 1.6% | -4.2% | -5.2% | -0.1% | u
CCc1nnc(NC(=O)C2Cc3ccccc3CN2S(=O)(=O)c2ccc(C)cc2)s1 (stereo unspecified) | u | -22.8% | -13.2% | 14.4% | 2.9% | -16.7% | 1.5% | -13.4%

(listing goes on)
SMILES | ALDH1A1 block | HTT cytoprotect | Tau fluor counter | Tau FP inhib | SMN2 splice enh | Tau fibril ThT | KDM4E inh | HTT aggregate
O=C(CSc1ccccc1C(=O)O)NCc1ccccc1 | 12.0% | x | 2.5% | -0.5% | 10.4% | -0.7% | 1.5% | -8.0%
Cc1[nH]n(-c2ccccc2)c(=O)c1/C=N/N1C(=O)c2ccc3c4c(ccc(c24)C1=O)CC3 | -0.6% | -2.4%[10 µM] | -3.9% | 4.9% | -17.7% | u | u | u
CC(C)CC1=NN(C(=O)c2cccnc2)C(O)(C(F)(F)F)C1 (stereo unspecified) | u | 25.5%[10 µM] | 0.5% | 4.8% | -3.2% | -3.4% | -6.5% | 3.7%
CCOc1nc(-c2ccccc2Cl)nc2ccccc12 | x | 0.4%[10 µM] | -10.1% | -11.1% | x | -7.5% | 0.1% | 1.2%[9.22 µM]
CCCCCc1nc(N)c(C#N)c(-c2ccco2)c1CCCC | -2.6% | 7.0% | -10.4% | -8.2% | -17.5% | -16.4% | u | 13.2%
Cc1cc(C)nc(N2CCC(C(=O)N3CCN(c4cc(Cl)ccc4C)CC3)CC2)n1 | -0.9% | -14.1% | -7.0% | -1.0% | -28.2% | u | u | u
O=C(N/N=C/c1cccnc1)c1[nH]ncc1Br | 9.4% | 0.4%[10 µM] | -8.8% | 3.6% | x | -6.2% | -4.6% | 1.7%[9.22 µM]
CCOC(=O)CN1CCc2c(C)nc3c(-c4ccc(OC)c(OC)c4)cnn3c21 | -1.8% | 6.3%[10 µM] | u | 4.2% | 7.1% | -21.5% | u | -27.1%
COc1ccccc1N=CC=C1OC(C)(C)C(C)(C)O1 | 1.7% | 7.1% | -6.4% | 1.5% | 10.1% | u | u | -14.2%
CC(C)=C(NC(=O)c1ccccc1)C(=O)N1CCOCC1 | 16.0% | 8.6% | 0.7% | 0.8% | -3.2% | -4.1% | 12.3% | -7.2%
O=C(COC(=O)c1ccccc1Sc1ccc(C(F)(F)F)cc1[N+](=O)[O-])NC(=O)NC1CCCC1 | u | 19.4%[1.9 µM] | -6.8% | 9.8% | -26.6% | -4.5% | 1.2% | -1.8%
Cc1ccc(C)c(N(C)C(=O)COc2cc(=O)n(C)c3ccccc23)c1 | 5.3% | 6.3% | -4.5% | 3.1% | 8.3% | -12.5% | -4.9% | 7.3%
O=C(Nc1nnc(C2CC2)s1)C1CC(=O)N(c2ccc3c(c2)OCCO3)C1 (stereo unspecified) | -4.0% | -11.7%[10 µM] | -7.3% | -4.7% | -0.1% | -10.4% | 3.2% | 0.1%
CC(C)CNc1nnnc2c1sc1nc(N3CCOCC3)c3c(c12)CC(C)(C)SC3 | u | -80.4%[inhibitor] | -10.9% | 3.4% | -16.9% | 7.5% | -22.9% | -10.7%
Cc1ccc([N+](=O)[O-])cc1NC(=O)Cc1ccc(F)cc1 | 9.1% | -32.9%[inhibitor] | 2.9% | 3.0% | x | 9.2% | 9.7% | -4.7%
COc1ccc(NC(=S)N/N=C/c2cccn2Cc2ccccc2F)cc1 | 2.4% | -26.0% | -19.6% | 8.3% | -7.0% | -12.7% | 13.6% | 15.0%
CCOc1ccccc1NC(=O)/C=C/c1ccccc1[N+](=O)[O-] | -0.6% | 1.1%[10 µM] | -15.1% | -1.5% | 1.8% | -14.4% | 0.8% | -2.0%
CCOC(=O)C(NC(=O)CC)(Nc1cc(C)on1)C(F)(F)F (stereo unspecified) | 2.7% | 9.0% | -6.8% | -3.2% | u | -6.3% | 4.7% | 1.6%
CCC(=O)Nc1ccc(C(=O)N/N=C/c2ccc([N+](=O)[O-])cc2)cc1 | 8.0% | 22.0%[10 µM] | -11.8% | -4.0% | 10.1% | u | 1.4% | -23.5%
Cc1cc(N2CCOCC2)n2nc(C)c(-c3ccccc3)c2n1 | -2.1% | 18.5%[0.074 µM] | -16.0% | -7.1% | -13.4% | -10.9% | -9.9% | -8.9%
C=CCNC(=O)/C=C/c1c(F)cccc1Cl | -8.6% | -6.1%[10 µM] | 5.0% | -2.1% | 14.1% | -1.3% | -5.2% | 19.7%
Cc1ccccc1OCCn1c(CCNC(=O)C(C)(C)C)nc2ccccc21 | x | x | -6.4% | -1.3% | -1.9% | -1.7% | x | x
O=C(Cn1nc(-c2ccccc2Cl)ccc1=O)Nc1ccccc1-c1ccccc1 | 0.5% | -11.1%[10 µM] | -2.3% | -6.6% | x | -0.3% | 7.5% | 4.4%[9.22 µM]
COC(=O)CN(c1ccccc1)S(=O)(=O)c1cc(Br)ccc1OC | u | -11.0% | -12.0% | -6.2% | x | -5.0% | -3.0% | -5.2%
C/C(=N\O)C1(C)N(O)C(C)(C)C(c2ccco2)=[N+]1[O-] (stereo unspecified) | -1.1% | 15.4%[10 µM] | -0.4% | -1.8% | 15.8% | -0.6% | 9.5% | u
N#CC1=C2N=C(N)c3ccccc3N2C2=C(C(=O)CCC2)C1c1ccc(F)cc1 (stereo unspecified) | x | 15.5%[10 µM] | -18.5% | -2.5% | x | x | -1.5% | -10.9%[9.22 µM]

Assay outcomes deposited in PubChem BioAssay by National Center for Advancing Translational Sciences (NCATS).

The list is partial; rates above refer to the full screens.
